# Assay outcomes deposited in PubChem by National Center for Advancing Translational Sciences (NCATS).
# FLuc modulator = inhibits or activates purified firefly luciferase, miR-21 counter-screen. purified FLuc, Km substrates, luminescence inhibition. AID 588342. 360,000 tested, 6.9% active. P08659. Potency, µM (doses to about 57.5 µM), without a hit: at the top dose activity change, negative = inhibition, most hits filed as inhibitors; active = well fitted inhibition curve with a large enough effect; inconclusive = small, poorly fitted or top-dose-only effect;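 note: plate controls were vehicle for no effect and reference inhibitor for full effect; nearly all actives have a fitted effect of over 55% in size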
# Target sequence (P08659 whole entry, looked up): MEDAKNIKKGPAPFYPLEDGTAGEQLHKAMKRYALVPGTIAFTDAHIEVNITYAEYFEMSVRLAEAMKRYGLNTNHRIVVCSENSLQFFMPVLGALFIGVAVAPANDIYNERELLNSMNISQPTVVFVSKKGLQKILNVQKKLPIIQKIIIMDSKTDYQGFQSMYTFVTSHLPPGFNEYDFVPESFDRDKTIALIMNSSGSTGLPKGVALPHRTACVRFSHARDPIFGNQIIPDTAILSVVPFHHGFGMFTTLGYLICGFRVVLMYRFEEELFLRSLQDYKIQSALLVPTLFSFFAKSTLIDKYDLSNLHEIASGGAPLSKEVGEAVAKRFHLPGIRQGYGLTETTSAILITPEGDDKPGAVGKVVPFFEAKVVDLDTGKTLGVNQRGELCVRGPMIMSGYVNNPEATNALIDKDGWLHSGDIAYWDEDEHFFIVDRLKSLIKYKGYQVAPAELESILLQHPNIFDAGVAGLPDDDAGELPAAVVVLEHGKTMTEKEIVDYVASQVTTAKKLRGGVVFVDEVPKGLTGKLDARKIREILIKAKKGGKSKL
#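 Purified P. pyralis luciferase, 10 nM final, with Km-level 10 uM D-luciferin and 10 uM ATP in 50 mM Tris acetate pH 7.5, 10 mM Mg acetate, 0.01% Tween-20, 0.05% BSA; 6-point qHTS titration about 60 µM downward; luminescence read.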
# * marks the source's active call; other numbers are inactive results; ? = inconclusive. Potency is the fitted concentration of half-maximal effect. These rows are one share of the data, so the mix of outcomes need not match the whole.
SMILES,FLuc modulator
CC(=O)c1cccc(NC(=O)c2sc(-n3nc(C)c(CCC(C)C)c3C)nc2C)c1,-6%
CC(=O)c1ccc(NC(=O)c2noc3c2CCc2ccccc2-3)cc1,-9%
CC1=C(c2ccc(C)c(C)c2)S(=O)(=O)N=C1N1CCC(C(=O)N2CCCCC2)CC1,-7%
COCCc1nn2c(=O)cc(COC(=O)c3ccc4c(c3)OCO4)nc2s1,-7%
CSc1cccc(NC(=O)Cn2nc(C)c3sc4ccccc4c3c2=O)c1,-3%
CCCCN(Cc1cccs1)S(=O)(=O)c1cc(-c2cc(C)no2)ccc1C,-12%
COc1ccc(-n2nc(C(=O)N3CCCC(C)C3)c3c4ccccc4n(C)c3c2=O)cc1Cl (stereo unspecified),3%
O=C(Nc1ccc(C(=O)OCc2cc(=O)n3nc(C4CC4)sc3n2)cc1)c1ccccc1,2%
COc1ccc(-c2noc(CN(C)S(=O)(=O)c3c(C)cc(C)cc3C)n2)cc1OC,2%
CCOc1ccc(-c2cc(NC(=O)c3cccc(Cl)c3)c(C(=O)OC)s2)cc1,0%
CCOC(=O)c1cc2c(=O)n3ccccc3nc2n(CCCOC)c1=NC(=O)c1c(-c2ccccc2Cl)noc1C,-3%
COc1ccc(-c2cc(-c3ccccc3)nc(SCC(=O)CC(=O)OC(C)C)c2C#N)cc1,-1%
CCc1nnc2c3ccccc3nc(Nc3ccccc3OC)n12,1%
Cc1cccc(Nc2nnc(-c3ccc(C)c(S(=O)(=O)N4CCCCC4)c3)c3ccccc23)c1,-7%
O=C1CC(c2ccccc2)c2c(n3ncnc3[nH]c2=O)N1 (stereo unspecified),-2%
Cc1ccc(C)c(CN2C(=O)c3ccccc3S(=O)(=O)c3ccc(C(=O)N4CCN(c5ccccc5F)CC4)cc32)c1,-1%
COC(=O)Cc1c(C)c2ccc3c(c2oc1=O)CN(Cc1ccccc1OC)CO3,-1%
COc1cc(NC(=O)c2cc(C3CC3)nc3c2c(C)nn3-c2ccccc2)cc(OC)c1,-11%
CCOc1ccc(C2C(=O)N(C3CCCCC3)CC(=O)N2Cc2ccc(F)cc2)cc1OC (stereo unspecified),-7%
CC1C(=O)Nc2ccc(S(=O)(=O)NCc3ccc(N(C)C)cc3)cc2NC1=O (stereo unspecified),-2%
Cc1nn(CC(=O)Nc2cc(F)ccc2F)c(=O)c2cccn12,-11%
CCOC(=O)c1ccccc1NC(=O)NC(C)c1c(-n2cccc2)sc(C)c1C (stereo unspecified),-8%
COc1cc(C2C(C(=O)OCC(C)C)=C(C)N=C3SCCC(=O)N32)ccc1OCc1ccccc1 (stereo unspecified),0%
CCn1c(=O)cc(OCC(=O)NCc2ccc(F)cc2Cl)c2ccccc21,-10%
Cc1c(Cl)cccc1N1CC(c2nc3ccccc3n2Cc2ccccc2F)CC1=O (stereo unspecified),-4%
Cc1cccc(N2CCN(C(=O)C3CCN(C(=O)c4cc5sccc5n4C)CC3)CC2C)c1 (stereo unspecified),0%
O=C(CSc1nc2c(c(=O)[nH]1)CCC2)Nc1ccccc1C(F)(F)F,-9%
Cc1ccc2nc(-c3ccc(NC(=O)COc4ccc(Cl)c(C)c4)cc3)sc2c1,21µM*
CCCC(=O)Nc1ccc2oc(-c3ccc(O)c(Br)c3)nc2c1,2.4µM*
Cc1ccc(CNc2nc3c(S(=O)(=O)c4ccc(C)c(C)c4)nnn3c3ccc(Cl)cc23)cc1,4%
CCn1c(C(=O)NCc2ccc(OC)cc2)cc2sc(Cl)cc21,?
COc1ccc(-c2nc(CCNC(=O)c3cccs3)cs2)cc1OC,?
Cc1ccc(NC(=O)C(=O)NCC(c2cccnc2)N2CCN(c3ccccc3F)CC2)cc1Cl (stereo unspecified),-2%
Fc1ccc(-n2cc(-c3ccccc3)c3c(NC4CCCCC4)ncnc32)cc1,-5%
CCc1nc2nc(C)c(NS(=O)(=O)c3ccc(C)cc3)c(=O)n2[nH]1,-11%
CC(C)c1nnc(N2C(=O)c3oc4ccccc4c(=O)c3C2c2ccccc2F)s1 (stereo unspecified),4%
CCOC(=O)C1CCN(C(=O)Cn2ncc3c4ccccc4n(Cc4ccccc4)c3c2=O)CC1,-4%
CCN(Cc1ccccc1)C(=O)C1CCN(S(=O)(=O)c2c(C)noc2/C=C/c2ccc(C)cc2)CC1,-2%
COc1ccc(NC(=O)CSc2nnc(NC(=O)NC3CCCCC3)s2)cc1OC,2.4µM*
CCOC(=O)c1ccc(-c2ccc(/C=C(\C#N)c3nc4ccc(C)cc4[nH]3)o2)cc1,-12%
COc1ccc(Nc2ncnc3c2c(-c2ccccc2)cn3-c2ccc(C)c(Cl)c2)cc1OC,0%
CC(Oc1ccccc1)C(=O)Nc1ccc(C(=O)OCc2cc(=O)n3ccsc3n2)cc1 (stereo unspecified),0%
Cc1ccc(NC(=O)c2cc(S(=O)(=O)NCCc3ccc(Cl)cc3)ccc2F)cc1,3%
COc1ccc(NC(=O)C(=O)NCC2(c3ccccc3)CCCC2)c(OC)c1,-9%
COc1ccc(N2CCN(Cc3nc4c(c(=O)[nH]c(=O)n4C)n3Cc3ccccc3)CC2)cc1,-1%
COc1cccc(Cn2c(=O)n(Cc3ccco3)c(=O)c3oc4ccccc4c32)c1,-10%
Cc1c(Cl)cccc1-n1nc(C)c2c(C(=O)NCc3ccccc3)cc(C3CC3)nc21,8%
COc1cccc(NC(=O)Cn2nc(C)c3c(C)n(-c4ccccc4)nc3c2=O)c1,-8%
CCN(C(=O)CSc1nc(-c2ccccc2)no1)c1cccc(C)c1,-2%
Cc1cc(C)cc(N2CCn3c2nc2c3c(=O)n(CCc3ccccc3)c(=O)n2C)c1,2%
COc1ccc(CCCc2nnc(SCC(=O)Nc3ccc(Cl)cc3)o2)cc1,1%
COc1ccc(C)cc1NC(=O)Nc1cc(C(=O)NCc2ccc(C)cc2)ccc1N1CCCC1,-3%
Cc1nc2nc(CNC(=O)c3cccc(F)c3)nn2c(C)c1CCC(=O)Nc1cccc(Cl)c1,2%
Cc1cc(=O)n2c(C(=O)Nc3ccc(F)c(Cl)c3)c(C(=O)Nc3cccc(C)c3C)sc2n1,-2%
Cc1cc(C)cc(NC(=O)CSc2oc(-c3cccs3)nc2S(=O)(=O)c2ccccc2)c1,4%
COc1ccc(OC)c(-c2cc(C(=O)Nc3cccc(Cl)c3C)no2)c1,0%
CCOC(=O)Cn1c(=O)oc2cc(S(=O)(=O)NCc3ccc(F)cc3)ccc21,6%
CC(=O)C1=C(c2ccc(C)c(C)c2)N(C(C)=O)n2c(nnc2-c2ccc(Cl)cc2)S1,0%
Cc1ccc(S(=O)(=O)Nc2cc3c(cc2C)n(C)c(=O)c(=O)n3C)cc1,2%
Cc1ccc(NC(=O)CCn2c(=O)c3cccn3c3ccccc32)c(Cl)c1,?

# Grouped by structure, the compounds so far with a furan ring, fused or not (two)
SMILES,FLuc modulator
CCOC(=O)c1ccc(-c2ccc(/C=C(\C#N)c3nc4ccc(C)cc4[nH]3)o2)cc1,-12%
COc1cccc(Cn2c(=O)n(Cc3ccco3)c(=O)c3oc4ccccc4c32)c1,-10%

# Next part:
SMILES,FLuc modulator
COC(=O)CC1c2cc(OC)c(OC)cc2CCN1C(=O)Nc1ccc(C)cc1Cl (stereo unspecified),8%
CCOc1cc(C(=O)Nc2cccc3cccnc23)cc(OCC)c1OCC,-3%
CCCC(=O)Nc1nnc(SCc2cc(=O)c3cc(C)ccc3[nH]2)s1,4%
CN(Cc1ccccc1)C(=O)c1cn(C)c2ccc(S(=O)(=O)N(C)C3CCCCC3)cc2c1=O,-2%
COc1ccc(CCC(=O)NCc2nc3cccnc3n2Cc2cccc(OC)c2)cc1,-5%
Cc1ccc(S(=O)(=O)c2nnn3c2nc(N(C)Cc2ccccc2)c2cc(Cl)ccc23)cc1C,-1%
CCn1cc(C(=O)NCCc2ccc(C)cc2)c(=O)c2cc(S(=O)(=O)N3CCCCC3)ccc21,0%
CCOc1ccccc1CNC(=O)c1cccn1-c1nnc(N2CCCC2)s1,-2%
Cc1ccc(NC(=O)Cn2cc(C(=O)c3ccco3)c3ccccc32)c(C)c1,-4%
O=C(COc1ccccc1)Nc1nnc(SCc2cc(=O)c3ccccc3[nH]2)s1,?
COc1ccc(-c2cc(C(F)(F)F)nc(SCC(=O)NCCc3ccccc3)n2)cc1OC,0%
Cc1c(C(=O)N2CCCC2)oc2c1-c1nn(CC(=O)NCc3cccc(F)c3)cc1CC2,-11%
Cc1ccccc1NC(=O)Cn1c(=O)n(CCCCCC(=O)NCc2ccc3c(c2)OCO3)c(=O)c2sccc21,0%
CCOC(=O)c1cccc(Nc2ccc3cc(S(=O)(=O)N4CCCCC4)ccc3n2)c1,-1%
COc1ccc(N2C(=O)C(CC(=O)Nc3ccc(F)cc3)N(CCC3=CCCCC3)C2=O)cc1 (stereo unspecified),-11%
COc1cc(C(=O)n2nc(C)c(Sc3ccc(Cl)cc3)c2C)cc(OC)c1OC,0%
Cc1ccc2nc(-c3ccc(Cl)cc3)cc(C(=O)OCC(=O)c3ccccc3)c2c1,-19%
CCOC(=O)c1c(C)[nH]c(C)c1S(=O)(=O)N1CCC(C(=O)N2CCN(c3ccccc3F)CC2)CC1,-1%
CCOC(=O)C1CCCN(C(=O)c2cc3c(=O)n(C)c4ccccc4c3s2)C1 (stereo unspecified),-13%
Cc1ccc(NS(=O)(=O)c2cc3[nH]c(=O)c(=O)[nH]c3cc2C)cc1N(C)C,2%
COc1ccc(-n2ncc3c(NCCCOC(C)C)ncnc32)cc1,?
COc1cccc(CNC(=O)CSc2c3c(nc4cc(Cl)ccc24)CCCC3)c1,-4%
CCOC(=O)c1ccc(N2CCN(c3ccccc3OC)CC2)c(NC(=O)Nc2ccc(CC)cc2)c1,7%
COc1ccccc1-c1nnc(C2CCN(S(=O)(=O)c3ccc(CC(C)C)cc3)CC2)o1,-10%
COc1ccc(C2CC(=O)c3c([nH]c(C(=O)OCc4ccccc4)c3C)C2)cc1 (stereo unspecified),1%
Cc1ccc(Nc2cc(C)nc(-n3nc(C)cc3C)n2)cc1,-18%
Cc1cc(Cl)ccc1NS(=O)(=O)c1cc2[nH]c(=O)c(=O)[nH]c2cc1C,-18%
COc1ccc(-n2c(=O)c3c4c(sc3n(Cc3ccc(C)cc3C)c2=O)CCC4)c(OC)c1,-5%
CC(C)CN(CCNC(=O)CCN1N=C(c2ccccc2)CCC1=O)CC(C)C,0%
O=C(CSc1n[nH]c(-c2ccccc2Cl)n1)N1CCN(c2ccccc2)CC1,-2%
COc1ccc(NC(=O)c2nnn(Cc3ccccc3C)c2N)c(OC)c1,-2%
CCCCNc1oc(-c2ccc(COc3ccc(OC)cc3)o2)nc1C#N,-9%
CCC(CC)C(=O)N1c2ccccc2C(C)(c2ccccc2)CC1(C)C (stereo unspecified),-2%
Cc1ccc(NC(=O)c2cc3c([nH]c2=O)CC(C)(C)CC3=O)c(C)c1,3%
Cc1ccc2occ(CC(=O)N(Cc3ccc(Cl)cc3)Cc3ccco3)c2c1,?
O=C(NCCOCCO)C(=O)Nc1c2c(nn1-c1ccc(F)cc1)CSC2,-10%
Fc1ccc(CNCCCSc2nnnn2-c2ccccc2)cc1,-6%
COc1ccc(-n2ncc(C(=O)NCCc3ccsc3)c2C2CCN(C(=O)OC(C)(C)C)CC2)cc1,-4%
COc1ccccc1-c1nc2c(c(SCC(=O)Nc3ccc(C)c(C)c3)n1)Cc1c(CO)cnc(C)c1O2,-11%
CCc1ccc(CN2CCc3nc(Nc4ccccc4)ncc3C2)cc1,-5%
COc1ccc(C(=O)NCC(c2cccnc2)N2CCN(c3ccccc3F)CC2)cc1OC (stereo unspecified),-2%
O=C(CCSCCc1ccccn1)Nc1ccc(Cl)cc1,-12%
O=C(NCc1ccccc1Cl)NCc1noc2ccccc12,-20%
Cc1ccc(-c2nn(CC(=O)NC3CCCC3)c3c2cnc2ccc(F)cc23)cc1C,0%
O=c1c2cnn(-c3ccc(F)cc3)c2ncn1Cc1ccccc1Cl,-1%
Nc1c(-c2nc(-c3ccc(F)cc3)cs2)c2ccccn2c1C(=O)c1ccc2c(c1)OCO2,1%
Cc1cccc(N2C(=O)C(CC(=O)Nc3cccc(F)c3)N(Cc3cccs3)C2=O)c1 (stereo unspecified),-3%
CCN(C(=O)Cn1cnc2c1c(=O)n(C)c(=O)n2C)c1ccccc1C,-4%

# Among those listed so far, these contain a thiophene ring, fused or not:
SMILES,FLuc modulator
CSc1cccc(NC(=O)Cn2nc(C)c3sc4ccccc4c3c2=O)c1,-3%
CCCCN(Cc1cccs1)S(=O)(=O)c1cc(-c2cc(C)no2)ccc1C,-12%
CCOc1ccc(-c2cc(NC(=O)c3cccc(Cl)c3)c(C(=O)OC)s2)cc1,0%
CCOC(=O)c1ccccc1NC(=O)NC(C)c1c(-n2cccc2)sc(C)c1C (stereo unspecified),-8%
Cc1cccc(N2CCN(C(=O)C3CCN(C(=O)c4cc5sccc5n4C)CC3)CC2C)c1 (stereo unspecified),0%
CCn1c(C(=O)NCc2ccc(OC)cc2)cc2sc(Cl)cc21,?
COc1ccc(-c2nc(CCNC(=O)c3cccs3)cs2)cc1OC,?
Cc1cc(C)cc(NC(=O)CSc2oc(-c3cccs3)nc2S(=O)(=O)c2ccccc2)c1,4%
Cc1ccccc1NC(=O)Cn1c(=O)n(CCCCCC(=O)NCc2ccc3c(c2)OCO3)c(=O)c2sccc21,0%
CCOC(=O)C1CCCN(C(=O)c2cc3c(=O)n(C)c4ccccc4c3s2)C1 (stereo unspecified),-13%
COc1ccc(-n2c(=O)c3c4c(sc3n(Cc3ccc(C)cc3C)c2=O)CCC4)c(OC)c1,-5%
COc1ccc(-n2ncc(C(=O)NCCc3ccsc3)c2C2CCN(C(=O)OC(C)(C)C)CC2)cc1,-4%
Cc1cccc(N2C(=O)C(CC(=O)Nc3cccc(F)c3)N(Cc3cccs3)C2=O)c1 (stereo unspecified),-3%
